# Bioassay records as filed in PubChem BioAssay.
# KB-3-1 cytotox: qHTS assay for MDR1-selective chemotherapeutics: Primary screen using the parental adenocarcinoma cell KB-3-1. 400,000 compounds, 1.4% hits. AID 1347075, 2019. Potency, µM (doses to about 46.1 µM), for inactives: at the highest dose activity change, negative = cytotoxic, hits mostly cytotoxic. KB-3-1 viability, CellTiter-Glo ATP luminescence, 72 h; note: % is set by controls: 0 for no effect and ±100 for the full control effect; nearly all actives have a fitted effect of over 60% in size
#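 Multi-concentration cytotoxicity screen in KB-3-1 cells grown in DMEM lacking phenol red with 10% FBS. After 72 h at 37 °C with compound, ATP-dependent luminescence was recorded.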
# GLP1R ag: qHTS of GLP-1 Receptor Agonists; 380,000 compounds, 0.007% hits; Potency, µM (titrated, usually from 45.6 µM), for inactives: at the top dose activation, usual class: activators; AID 624172, 2012; HEK293 GLP-1R CRE-luciferase, luminescence, 4-6 h; cells express a hypersensitive GLP-1R form; note: % of control where 0% means no effect
# Target sequence (P43220 whole entry, looked up): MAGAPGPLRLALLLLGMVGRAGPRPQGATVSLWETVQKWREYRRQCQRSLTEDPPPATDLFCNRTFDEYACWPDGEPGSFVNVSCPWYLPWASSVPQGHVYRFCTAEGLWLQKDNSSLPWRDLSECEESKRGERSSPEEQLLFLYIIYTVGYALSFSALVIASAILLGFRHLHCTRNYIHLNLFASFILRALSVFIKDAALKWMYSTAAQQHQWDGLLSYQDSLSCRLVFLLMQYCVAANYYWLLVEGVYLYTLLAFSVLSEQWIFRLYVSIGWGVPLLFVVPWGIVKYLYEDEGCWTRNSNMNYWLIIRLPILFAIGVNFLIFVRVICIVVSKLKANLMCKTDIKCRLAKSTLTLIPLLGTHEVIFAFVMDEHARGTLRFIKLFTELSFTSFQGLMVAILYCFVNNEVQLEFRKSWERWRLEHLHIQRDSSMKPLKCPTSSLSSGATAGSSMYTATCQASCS
# HEK293 tox: qHTS of GLP-1 Receptor Inverse Agonists: Cytotox Screen. HEK293 cAMP-luciferase reporter cells, luminescence, 24 h. Potency, µM (doses to about 38.3 µM), inactives show top-dose activity change, negative = inhibition, most hits filed as inhibitors. 410,000 compounds, 0.13% hits;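 note: loss of luciferase light is scored as toxicity; % is set by controls: 0 for no effect and ±100 for the full control effect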
#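 To flag toxic compounds, the library was rerun on cells for 24 hr at 37 deg C and 5% CO2. Viability-linked luminescence was captured 12 min after adding luciferase detection reagent.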
# HT1080 IDH1KD tx: qHTS for induction of synthetic lethality in tumor cells producing 2HG: qHTS for the HT-1080-IDH1KD cell line; Potency, µM (doses to about 46.1 µM), for the others: at the highest dose activity, negative = toxicity, most hits filed as cytotoxic; AID 686971, 2013; 360,000 compounds, 2% hits; HT-1080 IDH1 knockdown viability, ATP luminescence, 48 h;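 note: 0% = DMSO wells and -100% = cell-free medium wells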
#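 Knockdown cells (IDH1KD HT-1080) received compounds 2 h after plating at 750 cells/well and were kept 48 h at 37 °C in 5% FBS RPMI. A CellTiter-Glo luminescence read gave % activity for curve fitting.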
# KB-V1 cytotox: qHTS assay for MDR1-selective chemotherapeutics: Primary screen using the drug-selected MDR subline cells KB-V1 | KB-V1 MDR cells viability, CellTiter-Glo, 72 h | 400,000 compounds, 3.4% hits | Potency, µM (highest dose often 46.1 µM), inactives show at the top dose activity change, negative = cytotoxicity, actives largely listed as cytotoxic; note: % is set by controls: 0 for no effect and ±100 for the full control effect; nearly all actives have a fitted effect of over 60% in size
#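 Cells of the MDR subline KB-V1 are plated, dosed with compound at multiple concentrations, and incubated 72 h at 37 degrees C; CellTiter-Glo is then added and luminescence read after 10 min.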
# HT1080-NT tox: qHTS for induction of synthetic lethality in tumor cells producing 2HG: qHTS for the HT-1080-NT fibrosarcoma cell line; HT-1080-NT fibrosarcoma viability, CellTiter-Glo ATP luminescence, 48 h; Potency, µM (titrated, usually from 46.1 µM), without a hit: at the highest dose activity, negative = less viability, actives largely listed as cytotoxic; 360,000 compounds, 1.6% hits; AID 686970, 2013;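 note: NT is the 2HG producing partner of a matched IDH1 knockdown line; 0% = DMSO-treated cells and -100% = media-only wells without cells; nearly all actives have a fitted effect of over 55% in size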
#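 Compounds were tested in concentration-response format on HT-1080-NT cells for 48 hours at 37 degrees C. Cell viability came from CellTiter-Glo luminescence; curves were classified by r2, response magnitude and activity.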
# GLP-1R inv ag: qHTS of GLP-1 Receptor Inverse Agonists (Inhibition Mode). HEK293 GLP-1R CRE-luciferase, luminescence, 24 h; GLP-1R form is constitutively active. AID 624417, 2012. Potency, µM (top dose mostly 38.3 µM), inactives show at the top dose activity change, negative = inhibition, usual class: inhibitors. 410,000 compounds, 1.6% hits. Glucagon-like peptide 1 receptor (Homo sapiens), P43220; note: % is set by controls: 0 for no effect and ±100 for the full control effect; nearly all actives have a fitted effect of over 55% in size
#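 Inverse agonism was detected as reduced cAMP-driven luciferase luminescence after 24 h compound treatment. The cells were HEK293 clones expressing constitutively active human GLP-1R with the reporter. Reporter-only and GPR119 cell lines served as counterscreen controls.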
# SW480 rerep: A quantitative high throughput screen for small molecules that induce DNA re-replication in SW480 colon adenocarcinoma cells; SW480 DNA re-replication, Hoechst DNA content imaging, 48 h; 340,000 compounds, 1.8% hits; Potency, µM (doses to about 46.1 µM), inactives show at the highest dose re-replication activation, actives largely listed as activators; note: % of control where 0% means no effect; nearly all actives have a fitted effect of over 55% in size
#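 Quantitative HTS format with DMSO vehicle controls; 48 hr drug incubation at 37 C, then 40 min Hoechst staining and scanning imager measurement at 405 nm excitation.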
# TDP43 rescue: qHTS of TDP-43 Inhibitors | TDP-43 expressing yeast growth rescue, BacTiter-Glo, 24 h | Potency, µM (titrated, usually from 46.1 µM), without a hit: at the highest dose growth rescue (activation), most hits filed as activators | 410,000 compounds, 1.8% hits | AID 652104, 2013; note: % of control where 0% means no effect; nearly all actives have a fitted effect of over 50% in size
#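 Luminescence from BacTiter-Glo reports growth of TDP-43-expressing yeast after 24 hr at 30 deg C with compound. Cells were raffinose-pregrown to mid-log, then seeded in galactose medium at OD600=0.02.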
# The depositor's hits bear a star; ? = inconclusive; . = not tested or not shown; & = joins results of further samples; [ ] = dose if it differs, or a comment. Calls come from the whole dose curve; as a rule, active = well fitted curve in the direction sought with a large enough effect; inconclusive = small, poorly fitted or top-dose-only effect, or another doubt; inactive = no such curve, though single readings can be large; an effect the other way counts as inactive or inconclusive. Potency is the fitted concentration of half-maximal effect. Rows are unselected. Share with any hit: about 9.4%.
canonical_smiles	GLP1R ag	HT1080-NT tox	HEK293 tox	GLP-1R inv ag	HT1080 IDH1KD tx	SW480 rerep	KB-V1 cytotox	TDP43 rescue	KB-3-1 cytotox
CC1(C)C(=O)N(c2ccccc2)C1c1ccccc1O (configuration not stated)	9%	?	-24%	?	?	?	0%	4%	?
COC(C/C=C\[C@H](O)[C@@H](C)OCc1ccccc1)OC	-1%	11%	6%	20%	12%	-2%	13%	1%	20%
O=C(COC(=O)CNC(=O)c1ccccc1Cl)Nc1ncc(C(F)(F)F)cc1Cl	-12%	11%	-11%	4%	12%	-1%	-4%	13%	-6%
O=C(NCc1ccccn1)C1CCC(=O)N(Cc2ccc(Cl)cc2)C1 (configuration not stated)	-2%	9%	5%	11%	8%	15%	?	5%	21%
CCN(CC)C(=O)CCCC(=O)N(CC)CC	1%	23%	-5%	11%	20%	-8%	-2%	5%	15%
NC(=N\N=CCc1ccccc1)/C(N)=N/N=CCc1ccccc1	20%	8%	-2%	30%	6%	-7%	0%	0%	13%
COc1cc(C(=O)N=c2sccn2C)c([N+](=O)[O-])cc1OC	8%	12%	0%	20%	-1%	-15%	0%	-14%	10%
O=[N+]([O-])c1cc(/C=N/O)ccc1SCc1ccccc1Cl	-3%	?	-2%	0%	?	?	21µM*	4%	-7%
COCCNC(=O)C(C(=O)c1ccc(F)cc1)n1cc(C)ccc1=O (configuration not stated)	-3%	11%	5%	15%	18%	-44%[inhibitor]	17%	4%	1%
COc1ccc(OCC(=O)N2CCN(S(=O)(=O)c3ccccc3[N+](=O)[O-])CC2)cc1	7%	0%	5%	-20%	0%	-16%	17%	-10%	5%
COC(=O)[C@H]1[C@H]2C[C@@H]3c4[nH]c5cc(OC)ccc5c4CCN3C[C@H]2C[C@@H](OC(=O)c2ccc(N)cc2)[C@@H]1OC	-2%	0%	3%	?	1%	10%	9%	14%	0%
CCN(CC)c1ccc(NC(=O)c2cc(C)nc3c2c(C)nn3-c2cccc(F)c2)c(C)c1	.	.	12%	11%	.	.	?	11%[9.22 µM]	0%
Oc1ccccc1/C=N/n1c(COc2ccccc2)n[nH]c1=S	0%	-2%	10%	55%[activator]	1%	-2%	28%	?	15%
CCOC(=O)C1CCN(C2=C(NS(=O)(=O)c3ccc(Br)cc3)C(=O)c3ccccc3C2=O)CC1	-2%	?	?	?	-29%	1%	18%	-22%	0%
O=C(NNC(=O)C1CC1c1ccccc1)c1ccccc1[N+](=O)[O-] (configuration not stated)	-5%	-1%	-1%	0%	-6%	-5%	16%	-10%	5%

# 4 entries picked at random from those above, as already listed:
canonical_smiles	GLP1R ag	HT1080-NT tox	HEK293 tox	GLP-1R inv ag	HT1080 IDH1KD tx	SW480 rerep	KB-V1 cytotox	TDP43 rescue	KB-3-1 cytotox
COCCNC(=O)C(C(=O)c1ccc(F)cc1)n1cc(C)ccc1=O (configuration not stated)	-3%	11%	5%	15%	18%	-44%[inhibitor]	17%	4%	1%
COc1cc(C(=O)N=c2sccn2C)c([N+](=O)[O-])cc1OC	8%	12%	0%	20%	-1%	-15%	0%	-14%	10%
CC1(C)C(=O)N(c2ccccc2)C1c1ccccc1O (configuration not stated)	9%	?	-24%	?	?	?	0%	4%	?
O=C(COC(=O)CNC(=O)c1ccccc1Cl)Nc1ncc(C(F)(F)F)cc1Cl	-12%	11%	-11%	4%	12%	-1%	-4%	13%	-6%

# Carrying on.
canonical_smiles	GLP1R ag	HT1080-NT tox	HEK293 tox	GLP-1R inv ag	HT1080 IDH1KD tx	SW480 rerep	KB-V1 cytotox	TDP43 rescue	KB-3-1 cytotox
COC(=O)C(=C/C=C/c1ccco1)C(=O)OC	7%	0%	-26%	5%	-4%	-4%	25%	10%	-2%
COc1ccc2cc(-c3cccnc3)ncc2c1	-3%	-2%	19%	14%	0%	-10%	-1%	13%	4%
Cn1c(C(=O)O)c(CC(=O)NCc2cccnc2)c2ccccc21	-7%	7%	-6%	5%	16%	-10%	13%	-2%	5%
CSc1cccc(NC(=O)CCc2ccccc2)c1	-5%	-7%	5%	?	-16%	?	-7%	27%	11%
COc1ccc(C)cc1-n1nnnc1SCc1nc2ccccc2s1	8%	-22%	-5%	?	-20%	-3%	?	25%	-27%
COc1cccc(OC)c1C(=O)NNC(=O)c1cccnc1	0%	17%	-3%	8%	13%	-7%	0%	2%	12%
Cc1ccc(-c2nc3ncccc3o2)cc1NC(=O)c1cccnc1	-4%	2%	7%	1%	10%	11%	0%	2%	12%
Cc1ccc2c(cnn2C(=O)CCC(=O)NCc2ccccc2Cl)c1	2%	-11%	-9%	-10%	7%	-8%	13%	15%	1%
Cc1ccc(C(=O)C(C)OC(=O)c2ccc(Cl)nc2)cc1 (configuration not stated)	-13%	-1%	5%	8%	-1%	-2%	2%	15%	-9%
O=C(COc1ccc2c3c(c(=O)oc2c1)CCCC3)NC(Cc1ccc(Cl)cc1)C(=O)O (configuration not stated)	-1%	0%	3%	12%	-5%	-62%[inhibitor]	0%	12%	0%
COc1ccc(C2c3[nH]c4ccc(OC)cc4c3CCN2C(=O)Nc2ccccc2)cc1 (configuration not stated)	.	.	-15%	5.6µM*	.	.	?	20µM*	10µM*
CC1(C(=O)NS(=O)(=O)c2cccs2)CCN1C(=O)CCc1ccc(Cl)cc1Cl (configuration not stated)	-1%	-1%	3%	-25%	23%	.	11%	8%	0%
CC(NC(=O)CN1CCN(C(=O)c2cccs2)CC1)c1ccc(F)cc1F (configuration not stated)	-5%	-2%	-1%	-19%	0%	3%	7%	12%	-2%
Cc1c(C(=O)N(C)CCC#N)oc2ccc(S(=O)(=O)N3CCOCC3)cc12	15%	11%	-6%	19%	7%	?	15%	-2%	7%
CCc1ccccc1N(CC)C(=O)C1CCN(c2ncnc3c2nc2n3CCCCC2)CC1	-2%	-5%	-27%&-3%	8.9µM*	?	?	?	?	?
C=C(C)Cn1c(SCC(=O)c2ccccc2)nc2sc3c(c2c1=O)CCCC3	.	.	2%	?	.	.	-24%	0%	?
O=C1CC(Nc2ccc3ccccc3c2)C(=O)N1Cc1ccccc1 (configuration not stated)	4%	-23%	28%	?	-30%	7%	-8%	?	?
CSc1cccc(NC(=O)c2cc(S(=O)(=O)N3CCCCC3)c[nH]2)c1	12%	3%	2%	-12%	14%	-16%	28%	10%	4%
Clc1cccc(-c2nc3nc4ccccc4nc3n2Cc2ccco2)c1	2%	-23%	14%	?	-13%	0%[9.22 µM]	3%	?	10%
Cc1ccc(S(=O)(=O)N(CC(=O)N2CCN(c3ccc(F)cc3)CC2)C2CCCCC2)cc1	-2%	2%	-21%	-28%	-9%	6%	?	20µM*	?
CCOc1ccc(C(=O)NC2CCN(CC(=O)NCc3ccccc3)CC2)cc1	5%	?	0%	0%	8%	-8%	-20%	-18%	-8%
C=CC(=O)Nc1cccc(Oc2cc(Cl)nc3[nH]ccc23)c1	13%	?	1%	?	?	?	18µM*	10%	?
COc1ccc(/C=C/c2c(-c3cccc(C)c3)oc3ccc(-c4ccc5c(c4)OCO5)cc23)cc1	1%	6%	8%	16%	-11%	2%	0%	-5%	-9%
CN(C)C(=O)CSc1nnc(Cc2ccccc2)n1CC1CCCO1 (configuration not stated)	7%	10%	1%	-9%	4%	0%	-6%	13%	1%
Cc1ccccc1-c1nc(CN2CCC(C(=O)NCCCN3CCCC(C)C3)CC2)c(C)o1 (configuration not stated)	8%	18µM*	?	?	9.2µM*	21µM*	3%	-25%	1%
Cc1ccc(C(=O)Nc2ccncc2)c(Cl)c1	-5%	-4%	-1%	-18%	-3%	-1%	-15%	7%	-5%
CCC(C)(C)NC(=O)CN(Cc1ccc2c(c1)OCO2)C(=O)CCC(=O)Nc1nccs1	14%	-3%	1%	7%	2%	-5%	-10%	2%	-6%
COC(=O)c1ccc(NC(=O)CN2CCN(c3cccc(Cl)c3)CC2)cc1	5%	-5%	48%[activator]	?	-3%	-6%	-7%	16%	-1%
CCc1ccccc1NC(=O)/C(C#N)=C\c1ccc(Sc2ccccc2)o1	-1%	0%	15%	-18%	-3%	-6%	-5%	-12%	1%
Cn1cc(C2CC(c3ccccc3)=NN2C(=O)c2ccccc2)c2ccccc21 (configuration not stated)	1%	-27%	17%[1.53 µM]	-7%	?	?	21µM*	-2%	?
Cc1cc(Br)ccc1NC(=O)CCS(=O)(=O)c1cccc2nonc12	2%&-4%	-16%	-10%&1%	-14%&7%	-10%	-17%	?	-6%&-12%	-2%&0%
O=C(CN1C(=O)CNC1=O)Nc1cccc(C(F)(F)F)c1	-15%	1%	4%	9%	1%	-8%	-10%	-21%	-1%
CC1CCN(C(=O)c2cc(-c3ccc(Cl)c(Cl)c3)on2)CC1	25%	7%[9.24 µM]	2%	0%	-4%	1%	3%	-16%	-2%
NC(=O)c1ccsc1NC(=O)C1CCCCC1	6%	3%	-5%	16%	-2%	-17%	3%	?	12%
Cc1ccc(/C(N)=N/OC(=O)Cc2ccccc2)cc1	-4%	25%	-9%	5%	5%	0%	6%	9%	25%
Cc1ccccc1CS(=O)(=O)Cc1ccc(C(=O)NCc2ccc(F)cc2)o1	15%	.	-8%	?	.	.	?	23%	-5%
CC(=O)NC(CC(=O)OC(C)C(=O)Nc1ncc(Cl)cc1Cl)c1ccccc1 (configuration not stated)	-5%	8%	-2%	0%	13%	1%	14%	5%	19%
